Bioassay records deposited in PubChem BioAssay by NCI.
Growth percent in the NCI-60 one-dose screen (48 h, 10 µM unless noted): 100 = growth as untreated, 0 = no growth, -100 = all killed.
HOP-92 = HOP-92 NSCLC cells | 71,000 compounds, 6.3% hits
HOP-62 = HOP-62 NSCLC; 80,000 compounds, 3.9% hits; AID 1794735
A549/ATCC = A549/ATCC NSCLC | 81,000 compounds, 3.7% hits | AID 1794740
SK-MEL-5 = SK-MEL-5 melanoma | 80,000 compounds, 6.4% hits
M14 = M14 melanoma; 80,000 compounds, 6.2% hits; AID 1794745
SK-MEL-2 = SK-MEL-2 melanoma | 77,000 compounds, 4.7% hits
SK-MEL-28 = SK-MEL-28 melanoma | 81,000 compounds, 4.1% hits
EKVX = EKVX NSCLC. 71,000 compounds, 3% hits. AID 1794765
* = called active by the depositor; nt = not tested or not shown; & = joins results of further samples; [ ] = remark or other dose. Rule for the calls: active = growth percent below 10; inactive = the rest.

# | mol | HOP-92 | SK-MEL-28 | A549/ATCC | SK-MEL-2 | SK-MEL-5 | EKVX | HOP-62 | M14
1 | N#Cc1ccccc1C#N | nt | 117.0 | nt | 122.3 | 105.2 | 113.9 | nt | 109.3
2 | COc1ccc(C(=O)c2cc3c(N)c(C(=O)Nc4ccccc4)sc3nc2C)cc1 | 82.2 | 59.8 | 31.1 | 54.8 | 17.2 | 50.4 | 44.8 | 13.1
3 | COc1ccc(-c2cn(CCCCN3C(=O)C(=O)c4ccccc43)nn2)cc1 | 97.4 | 115.6 | 100.6 | 109.8 | 100.5 | 93.7 | 97.0 | 104.7
4 | Cc1cc([N+](=O)[O-])ccc1I | 90.6 | 113.1 | 97.7 | 105.4 | 96.1 | 101.2 | 114.1 | 102.6
5 | COc1ccccc1-c1c(-c2ccccc2)c[nH]c1C(=O)NCCO | 93.7 | 106.5 | 101.1 | 110.2 | 92.9 | 90.3 | 97.1 | 101.5
6 | CC1(C)CC(=O)C2=C(C1)NC(=O)CC2 | 94.4&96.3 | 107.4&107.8 | 109.9&99.4 | 105.7 | 93.6&99.8 | 97.0 | 96.6&100.1 | 97.5&101.2
7 | O=C1CC2(CCCCC2)Oc2cccnc21 | 78.4 | 98.2 | 96.1 | 107.2 | 98.9 | 90.1 | 101.9 | 100.5
8 | COC(=O)[C@H]1Cc2c([nH]c3ccccc23)[C@@H](c2cccs2)N1 | 104.9 | 107.1 | 102.6 | 97.2 | 100.0 | 96.3 | 102.4 | 106.7
9 | Cc1ccccc1C(O)(c1ccccc1)c1ccccc1 | 101.5 | 114.0 | 88.6 | 108.6 | nt | 114.0 | 117.9 | 104.9
10 | C=C(C)COc1ccc(Br)cc1 | 102.4 | 118.7 | 98.6 | 105.5 | 107.3 | 118.3 | 102.2 | 107.9
11 | NNC(=O)c1cc(-c2ccccc2)nc2ccccc12 | 71.4 | 113.1&103.4 | 78.1&91.3 | 108.1&81.3 | 99.4&100.5 | 103.0&98.3 | 80.7&94.9 | 88.8&97.8
12 | CC(=O)CC(=O)Nc1ccccc1Cl | 104.2 | 113.5 | 106.2 | 100.3 | 108.0 | 104.4 | 106.2 | 101.0
13 | O=[N+]([O-])c1ccc(/C=C/c2nc(Nc3ccc(Cl)cc3)c3ccccc3n2)cc1 | 99.1 | 101.9 | 88.9 | 100.9 | nt | 79.7 | 91.8 | nt
14 | O=c1[nH]c(Cl)nc2c1cnn2-c1ccccc1 | nt | 70.7 | 113.4 | 103.0 | 96.5 | 93.7 | 91.3 | 84.9
15 | CC(C)CSc1nc(NN)c(C#N)c(-c2ccc(F)cc2)n1 | 104.6 | 85.0 | 77.1 | 67.9 | 50.3 | 89.4 | 47.3 | 78.9
16 | CC1CCCC(C)N1 (stereo unspecified) | 95.6&119.0 | 106.2&101.7&112.2 | 110.8&101.8 | 102.9&111.4&109.6 | 96.1&99.2&105.2 | 99.4&116.9 | 100.1&109.5&106.5 | 108.7&114.3&102.0
17 | Cc1ccc(Nc2n[nH]c(=S)s2)c(C)c1 | nt | 109.6 | 103.7 | 96.5 | 96.2 | 111.6 | 104.6 | 104.7
18 | CCN(CCO)C(C(=O)c1ccccc1)c1ccc(Cl)cc1 (stereo unspecified) | 90.5 | 99.8 | 84.9 | 100.1 | 104.6 | 92.5 | 86.0 | 96.2
19 | C=C(C)[C@@H]1CC[C@]2(COCCCN)CC[C@]3(C)[C@H](CC[C@@H]4[C@@](C)(CCCNCCCN)[C@H](C(=C)C)CC[C@]43C)[C@@H]12 | -69.5*[100 µM] | -63.3*[100 µM] | -55.7*[100 µM] | -59.3*[100 µM] | -55.1*[100 µM] | -60.8*[100 µM] | -47.7*[100 µM] | -35.4*[100 µM]
20 | COc1cc(C=O)cc(CN2CCN(c3cc4c(cc3F)c(=O)c(C(=O)O)cn4C3CC3)CC2)c1O | 88.3 | 107.6 | 106.3 | 102.4 | 98.3 | 92.4 | 89.4 | 89.6
21 | O=C(C[N+]12CN3CN(CN(C3)C1)C2)c1ccc2c(c1)CCCC2 | 83.1 | 111.2 | 101.5 | 116.3 | 96.1 | 98.7 | 103.7 | 107.5
22 | C=C(C)P(=O)(OC(C)CCl)OC(C)CCl (stereo unspecified) | 123.0 | 105.7 | 108.6 | 102.3 | 99.8 | nt | 106.3 | 112.7
23 | N#CC1=C(N)Oc2nc[nH]c(=O)c2C1c1cccs1 (stereo unspecified) | 102.4 | 102.0 | 95.7 | 113.4 | 102.1 | nt | 105.1 | 110.6
24 | COc1ccc(C(=O)c2c[nH]c(C(=O)O)c2-c2ccc(OC)cc2)cc1 | 104.7 | 114.0 | 100.6 | 98.0 | 103.2 | 94.7 | 94.7 | 100.3
25 | CC(=O)Nc1n[nH]c(=S)s1 | 79.1 | 98.0 | 73.6 | 68.8 | 100.0 | 119.2 | 69.9 | 66.9
26 | COc1ccc(-c2nc3ccc(/C=C/C(=O)c4cccc(N)c4)cc3s2)cc1 | 82.7 | 103.5 | 90.2 | nt | 106.1 | 90.9 | 112.5 | 99.4
27 | COc1ccc(-c2cnc3nonc3n2)c(OC)c1 | nt | 114.8 | 95.1 | 88.4 | 108.3 | 95.0 | 97.9 | 100.3
28 | Cc1cccc2c1C[C@@]1(C2=O)C(c2ccc(C(C)(C)C)cc2)=NOS1=O (stereo partly specified) | 74.3 | 109.8 | 90.3 | 93.1 | 90.3 | 79.2 | 90.0 | 88.8
29 | CC1(C)OCC2OC3(C(=O)O)OC(C)(C)OC3C2O1 (stereo unspecified) | 115.8 | 123.7 | 98.1 | 105.5 | 105.1 | nt | 100.9 | 110.5
30 | CCCCCC(=O)OCC(COC(=O)CCCCC)OC(=O)CCCCC | 125.3 | 108.3 | 106.7 | 102.0 | 93.9 | 100.3 | 98.1 | 100.7
31 | O=C1CCCN1C1CCN(Cc2cc3ccccc3[nH]c2=O)c2ccc(Cl)cc21 (stereo unspecified) | nt | 86.1 | 98.7 | 89.3 | 84.6 | 75.8 | 73.2 | 79.8
32 | CC1CC=C(C(=O)O)CC1 (stereo unspecified) | 101.0 | 94.8 | 104.2 | 99.3 | 101.5 | 122.1 | 110.1 | nt
33 | CC1(C)C(C(=O)O)N2C(=O)C[C@H]2S1(=O)=O (stereo partly specified) | nt | 106.6 | 99.2 | nt | 101.4 | 98.7 | nt | 103.7
34 | N#C/C(=C\c1ccc(N2CCCCC2)cc1)C(=O)Nc1sc2c(c1C#N)CCCC2 | 92.2 | 99.3 | 99.8 | nt | 81.4 | 96.8 | 102.8 | 103.8
35 | COC(=O)Nc1nc2ccc(C(=O)c3ccc(N(C)C4COC4)cc3)cc2[nH]1 | 46.8 | 56.9 | 14.9 | nt | 3.8* | 26.9 | 10.2 | 3.7*
36 | COc1cc(-c2[nH]nc3c2C(c2cn[nH]c2-c2ccc(F)cc2)C(C#N)=C(N)O3)cc(OC)c1OC (stereo unspecified) | 108.4 | 106.7 | 105.4 | 93.5 | 98.8 | nt | 96.4 | 101.0
37 | COc1ccc(C(=O)C2CC2c2ccc(Cl)cc2)cc1 (stereo unspecified) | 92.7 | 107.3 | 82.8 | 89.0 | 96.7 | nt | 114.7 | 92.0
38 | O=C(CCN1C(=O)/C(=C/c2ccc(O)cc2)SC1=S)Nc1ccc(Cl)cc1 | 85.9 | 99.2 | 92.1 | 108.4 | 99.2 | 95.8 | 84.8 | 100.0
39 | COc1ccc(-c2nc3ccc(Cl)cc3c3c2c(=O)n(C)c(=O)n3C)cc1OC | 92.6 | 107.1 | 104.4 | 126.2 | 103.0 | 109.4 | 104.2 | 101.5
40 | CCOC(=O)c1nc2c(Cl)cc(Cl)cn2c1C(=O)c1ccc(Br)cc1 | 90.6 | 102.7 | 74.5 | 90.6 | 88.3 | 96.1 | 73.3 | 91.0
41 | Cc1nn(-c2ccccc2)c2ncnc(NCCc3ccccc3)c12 | 88.5 | 110.6 | 93.9 | 99.6 | 97.5 | 82.3 | 90.4 | nt
42 | COc1ccc(Nc2ncnc3onc(-c4ccccc4)c23)cc1OC | 122.6 | 107.9 | 93.0 | 101.4 | 95.5 | 100.5 | 98.7 | 112.3
43 | COc1ccc([C@@H]2c3[nH]c4ccccc4c3C[C@H]3C(=O)N(C4CCN(CC5CCCCC5)CC4)CC(=O)N23)c(OC)c1 | 51.3 | 89.1 | 72.2 | 95.9 | 73.3 | 61.6 | 72.9 | nt
44 | CCOC(=O)Nc1ccc(C(=O)OCCN(CC)CC)cc1 | 65.5 | 116.8 | 97.1 | 87.4 | 99.3 | 96.7 | 100.9 | 98.4
45 | COc1ccc(-c2nc(N)nc(-c3nc(N)nc(-c4ccc(OC)cc4)c3-c3ccc(OC)cc3)c2-c2ccc(OC)cc2)cc1 | 74.8 | 96.6 | 82.8 | 96.9 | 87.4 | 71.4 | 93.4 | 91.7
46 | CCN(CC)c1ncnc2c1ncn2Cc1nnc2c3ccccc3c(Cl)nn12 | 99.5 | 90.8 | 97.9 | 70.6 | 74.2 | 88.9 | 98.5 | 59.2
47 | CC1=CC2=NC(=O)C(c3ccccc3)C(=O)N2C=C1 (stereo unspecified) | 97.4 | 124.5&109.4 | 99.5&109.4 | 116.3&121.8 | 102.8&102.4 | 118.6&99.8 | 121.9&102.7 | 92.7&102.9
48 | Cc1c(N2CCN(C)[C@@H](C)C2)ccc2c3c(c(=O)oc12)CN(C(=O)c1ccc(NS(C)(=O)=O)c(OC(F)(F)F)c1)CC3 | 95.1 | 75.4 | 33.2 | 95.9 | 60.8 | 69.8 | 70.2 | nt
49 | CCOC(=O)c1sc(NCC(=O)Nc2ccccc2)c(C(=O)OCC)c1C | 80.6 | 105.5 | 106.8 | 103.0 | nt | 74.9 | 95.8 | 105.8
50 | C=C(CNCCc1ccc(O)cc1)[C@@H]1CC[C@]2(CO)CC[C@]3(C)[C@H](CC[C@@H]4[C@@]5(C)CCC(NCCc6ccc(O)cc6)C(C)(C)[C@@H]5CC[C@]43C)[C@@H]12 (stereo partly specified) | -88.4* | -87.6* | -82.4* | -84.2* | -93.5* | -85.7* | -90.7* | -85.4*

An excerpt of these results, with one line to a screen.
(41) Cc1nn(-c2ccccc2)c2ncnc(NCCc3ccccc3)c12
(42) COc1ccc(Nc2ncnc3onc(-c4ccccc4)c23)cc1OC
(43) COc1ccc([C@@H]2c3[nH]c4ccccc4c3C[C@H]3C(=O)N(C4CCN(CC5CCCCC5)CC4)CC(=O)N23)c(OC)c1
(44) CCOC(=O)Nc1ccc(C(=O)OCCN(CC)CC)cc1
(45) COc1ccc(-c2nc(N)nc(-c3nc(N)nc(-c4ccc(OC)cc4)c3-c3ccc(OC)cc3)c2-c2ccc(OC)cc2)cc1
(46) CCN(CC)c1ncnc2c1ncn2Cc1nnc2c3ccccc3c(Cl)nn12
(47) CC1=CC2=NC(=O)C(c3ccccc3)C(=O)N2C=C1 (stereo unspecified)
(48) Cc1c(N2CCN(C)[C@@H](C)C2)ccc2c3c(c(=O)oc12)CN(C(=O)c1ccc(NS(C)(=O)=O)c(OC(F)(F)F)c1)CC3
compound no.,41,42,43,44,45,46,47,48
HOP-92,88.5,122.6,51.3,65.5,74.8,99.5,97.4,95.1
SK-MEL-28,110.6,107.9,89.1,116.8,96.6,90.8,124.5&109.4,75.4
A549/ATCC,93.9,93.0,72.2,97.1,82.8,97.9,99.5&109.4,33.2
SK-MEL-2,99.6,101.4,95.9,87.4,96.9,70.6,116.3&121.8,95.9
SK-MEL-5,97.5,95.5,73.3,99.3,87.4,74.2,102.8&102.4,60.8
EKVX,82.3,100.5,61.6,96.7,71.4,88.9,118.6&99.8,69.8
HOP-62,90.4,98.7,72.9,100.9,93.4,98.5,121.9&102.7,70.2
M14,nt,112.3,nt,98.4,91.7,59.2,92.7&102.9,nt

(49) CCOC(=O)c1sc(NCC(=O)Nc2ccccc2)c(C(=O)OCC)c1C
compound no.,49
HOP-92,80.6
SK-MEL-28,105.5
A549/ATCC,106.8
SK-MEL-2,103.0
SK-MEL-5,nt
EKVX,74.9
HOP-62,95.8
M14,105.8

(more compounds)
# | mol | HOP-92 | SK-MEL-28 | A549/ATCC | SK-MEL-2 | SK-MEL-5 | EKVX | HOP-62 | M14
51 | Oc1ccc2ccccc2c1 | 91.2 | 109.5&114.2 | 100.6&98.4 | 125.8&97.5 | 103.7 | 95.2 | 94.0&112.7 | 93.6&103.1
52 | O=C1NC(=O)C2C3C(C(O)(c4ccccc4)c4ccccn4)=CC(/C3=C(\c3ccccc3)c3ccccn3)C12 (stereo unspecified) | 96.6 | 113.6 | 103.8 | 99.3 | 97.0 | 116.2 | 93.0 | 101.9
53 | Nc1ccc(Nc2ccc([N+](=O)[O-])c3nonc23)cc1 | 119.3 | 110.7 | 88.0 | 96.7 | 94.9 | 103.2 | 114.4 | 100.1
54 | CC(=O)Oc1ccc(C23c4ccccc4C2(OC(C)=O)c2cc(OC(C)=O)ccc23)cc1 (stereo unspecified) | nt | 124.0 | 97.0 | 97.9 | 88.8 | 69.4 | 53.1 | 104.2
55 | COc1cc2nc(Nc3cccc(Cl)c3)nc(N)c2cc1OC | 40.6 | 83.8 | 73.4 | nt | 64.5 | 110.6 | 105.5 | 78.4
56 | CCOC(=O)/C(=C/O)c1c[nH]c2ccccc12 | 79.6 | 115.6 | 105.1 | 99.3 | 89.3 | 101.8 | 102.5 | 96.9
57 | CN(C)c1c(-c2ccccc2)cc(-c2ccccc2)[nH]c1=O | 83.2 | 101.9 | 87.3 | nt | 83.2 | 70.8 | 87.5 | 100.9
58 | Nc1cccc2cnccc12 | nt | 111.2 | 103.5 | 95.7 | 99.6 | 108.4 | 98.1 | 109.6
59 | COc1ccc(-c2cc(-c3cc(OC)ccc3OC)nc(SCC(=O)c3ccc(Cl)cc3)c2C#N)cc1 | 94.0 | 96.9 | 87.4 | 112.2 | 95.8 | 99.2 | 83.3 | 92.7
60 | COc1ccc(-c2nn(C(=O)c3cc(OC)c(OC)c(OC)c3)c3cc(N)ccc23)cc1 | 50.1 | 45.1 | 18.1 | 55.8 | -15.8* | 30.8 | 30.1 | 24.4
